# FBPA Giardia inh: qHTS Assay for Inhibitors of Fructose-1,6-bisphosphate Aldolase from Giardia Lamblia; purified Giardia FBPA; Potency, µM (titrated, usually from 59.6 µM), for the others: at the highest dose activity, negative = inhibition, most hits filed as inhibitors; A8B2U2; actives 0.71% (n = 290,000); note: potency is the fitted concentration of half-maximal effect; nearly all actives have a fitted effect of over 55% in size
# Target sequence (A8B2U2 whole entry, looked up): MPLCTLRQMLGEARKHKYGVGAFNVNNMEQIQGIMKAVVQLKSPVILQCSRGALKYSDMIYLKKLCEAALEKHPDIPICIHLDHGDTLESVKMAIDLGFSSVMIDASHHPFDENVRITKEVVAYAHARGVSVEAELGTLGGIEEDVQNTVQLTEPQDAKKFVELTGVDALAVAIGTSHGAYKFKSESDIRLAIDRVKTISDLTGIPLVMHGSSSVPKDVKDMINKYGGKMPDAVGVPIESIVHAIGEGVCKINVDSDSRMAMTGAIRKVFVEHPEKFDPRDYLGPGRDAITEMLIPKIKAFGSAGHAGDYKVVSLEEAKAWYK
#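 40 nM FBPA preincubated 10 min at RT with compound (up to 57.5 uM final), then substrate plus GAPDH/TPI/NAD/arsenate coupling and diaphorase/resazurin added. Fluorescence read after 20 min at RT, 525/598 nm.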
# Sm TGR inh: qHTS Assay for the Inhibitors of Schistosoma Mansoni Peroxiredoxins | AID 485364, 2010 | Schistosoma mansoni thioredoxin glutathione reductase (TGR), Q962Y6 | actives 3% (n = 360,000) | purified TGR, DTNB reduction, TNB absorbance 405 nm | Potency, µM (highest dose often 114 µM), inactives show top-dose activity change, negative = inhibition, actives largely listed as inhibitors; note: potency is the fitted concentration of half-maximal effect; nearly all actives have a fitted effect of over 60% in size
#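 First, TGR (20 nM dispensed) and NADPH were mixed with compound. Second, a 15 min room-temperature incubation followed. Third, further NADPH and then DTNB were added to start the reaction. Finally, TNB absorbance was monitored kinetically.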
# AmpC inh detg: qHTS Inhibitors of AmpC Beta-Lactamase (assay with detergent); AmpC hydrolysis of nitrocefin, absorbance 480 nm, 0.01% Triton; Potency, µM (titrated, usually from 114 µM), for the others: at the highest dose activity change, negative = inhibition, actives largely listed as inhibitors; actives 0.041% (n = 370,000); AID 485294, 2010;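 note: potency is the fitted concentration of half-maximal effect; 0% = no-compound wells and -100% = no-enzyme wells; nearly all actives have a fitted effect of over 25% in size; some results filed as inactive show a strong effect at the top dose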
# Target sequence (P00811 whole entry, looked up): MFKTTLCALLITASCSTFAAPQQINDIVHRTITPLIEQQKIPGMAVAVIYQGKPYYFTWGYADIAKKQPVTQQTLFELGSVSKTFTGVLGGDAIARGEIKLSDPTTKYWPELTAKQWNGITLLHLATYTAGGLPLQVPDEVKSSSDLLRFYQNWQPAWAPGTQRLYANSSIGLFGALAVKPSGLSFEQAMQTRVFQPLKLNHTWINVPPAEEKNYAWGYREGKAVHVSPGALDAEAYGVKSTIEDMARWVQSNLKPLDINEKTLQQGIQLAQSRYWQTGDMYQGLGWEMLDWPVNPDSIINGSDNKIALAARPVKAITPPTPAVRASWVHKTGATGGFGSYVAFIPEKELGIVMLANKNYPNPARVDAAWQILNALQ
#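 20 mM phosphate pH 7.0 + 0.01% (detergent screen) or 0.0001% Triton X-100; 5.3 nM AmpC reagent; cpd preinc 15 min RT; nitrocefin (800 uM stock) to start; A480 q20 s × 4 min; Activity was normalised to no-enzyme and no-compound control wells.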
# AMA1-RON2 inh: qHTS for Inhibitors of AMA1-RON; Towards Development of Antimalarial Drug Lead: Primary Screen; actives 0.2% (n = 360,000); AlphaScreen AMA1-biotinylated RON2 peptide binding; Potency, µM (highest dose often 58.2 µM), for the others: top-dose activity change, negative = inhibition, usual class: inhibitors; Plasmodium falciparum AMA1 (3D7) - RON2 peptide interaction;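 note: potency is the fitted concentration of half-maximal effect; 0% = vehicle wells and -100% = peptide control; nearly all actives have a fitted effect of over 45% in size; some results filed as inactive show a strong effect at the top dose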
#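 AMA1 (3D7) with his tag at 25 nM final met compounds first, then biotinylated RON2 peptide at 25 nM; detection used donor plus acceptor beads, 10 µg/mL apiece, read by AlphaScreen after 30 min at room temperature.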
# HCV inhibitor: qHTS Assay for Inhibitors of Hepatitis C Virus (HCV); actives 3.4% (n = 340,000); Huh7.5.1 HCVcc-Cre infection, luciferase reporter, 44 h; Potency, µM (doses to about 41.8 µM), for inactives: at the highest dose activity change, negative = inhibition, usual class: inhibitors; note: potency is the fitted concentration of half-maximal effect
#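 Seed cells (1,000/well) for 4 h; treat with compound and infect with HCVcc-Cre, moi about 0.5. Incubate 44 h, then detect luciferase activity.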
# HCMV inh: qHTS Assay for inhibitors of the human cytomegalovirus (HCMV). HFF cells, HCMV-luciferase reporter, 72 h; hits give low values. activity change, negative = inhibition, % at 57.5 µM. actives 4.5% (n = 410,000). AID 1259415, 2018; in the data active = activity change below about -60%; inconclusive = no clear call, values can overlap the other calls; inactive = above about -39%
#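 Screen run at 2 compound doses on HFFs infected with reporter HCMV, MOI 1 PFU/cell. Luciferase activity from cell lysates at 72 h post infection gave inhibition relative to buffer-only and Salinomycin wells.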
# The depositor's hits bear a star; u = inconclusive; x = not tested or not shown; [ ] = dose if it differs, or a comment. Unless noted, calls come from the whole dose curve; as a rule, active = well fitted curve in the direction sought with a large enough effect; inconclusive = small, poorly fitted or top-dose-only effect, or another doubt; inactive = no such curve, though single readings can be large; an effect the other way counts as inactive or inconclusive. Unless noted, % is set by controls: 0 for no effect and ±100 for the full control effect.
SMILES,FBPA Giardia inh,Sm TGR inh,AmpC inh detg,AMA1-RON2 inh,HCV inhibitor,HCMV inh
Cc1ccc(C(Sc2ccccc2)C(Cn2cncn2)C(=O)c2ccccc2)cc1 (stereo not given),-5%,-10%,-7%,-3%,u,22
CCCSc1nnc(CSc2nc(C)cc(C)n2)n1C,-1%,1%,u,7%,24%,-21
CCN(C(=O)C1CCN(S(=O)(=O)c2ccc3c(c2)oc(=O)n3C)CC1)c1cccc(C)c1,4%,0%,u,11%,15%,15
CCc1ccccc1N1CSC2=C(C#N)C(c3ccccc3F)CC(=O)N2C1 (stereo not given),6.3µM*,18µM*,4%,25%,-15%,8
CCN1C(=O)c2ccc(C(=O)Nc3ncc(C)s3)cc2C1=O,4%,2%,-5%,91%[activator],12%,36
O=C(NCc1ccc2c(c1)OCO2)c1cc(Cl)ccc1Cl,-1%,-20%,1%,0%,8%,3
CSCc1c(C(=O)OCC(=O)NC2CCCCC2)oc2ccccc12,x,-1%,-14%,0%,-19%,-14
O=C(CN1C(=O)NC(c2ccccc2)(c2ccccc2)C1=O)Nc1ccc2[nH]c(=O)[nH]c2c1,-11%,-27%,1%,-14%,7%,-2
CC1(C)CC(=O)N(CC(=O)O)c2ccccc2S1(=O)=O,8%,79%[activator],7%,-1%,4%,-28
COc1cc(F)ccc1S(=O)(=O)N1CCN(c2ccccc2)CC1,3%,-1%,-12%,3%,-9%,-26
Cc1coc2c(C)c3oc(=O)c(CCC(=O)NCCC(=O)O)c(C)c3cc12,8%,-30%,0%,-8%,16%,17
CC(=O)c1ccc(OCc2cc(C(=O)N(C)Cc3ncc(C)[nH]3)no2)cc1,x,-17%,2%,0%,x,18
Cn1c(/N=C/c2ccccc2[N+](=O)[O-])nc2ccccc21,u,6%,u,0%,10%,283
CC1CCCCN1C(=O)CN(C)S(=O)(=O)c1cccc2nsnc12 (stereo not given),x,-5%,-7%,5%,15%,15
c1ccc(CN2CCN(CCOCCOc3cccc4ccccc34)CC2)cc1,u,x,1%,u,u,-27
O=S(=O)(Cc1ccccc1)N1CCNCC1,0%,0%,-11%,19%,11%,14
CCN(CC(=O)Nc1ccc2c(c1)OCCO2)C(=O)CN1C(=O)NC(C)(c2ccc(C)cc2)C1=O (stereo not given),x,-19%,u,15%,-5%,12
Cc1ccc(OCc2ccc(C(=O)NCC3CCCO3)cc2)cc1 (stereo not given),-1%,5%,-14%,3%,-27%,-31
CC(=O)Nc1ccc(S(=O)(=O)N2CCC(C(=O)NCc3cccnc3)CC2)cc1,x,0%,u,-3%,26%,-3
C=CCn1c(C)nnc1SCC(=O)Nc1ccccc1C(=O)NC1CC1,x,2%,-15%,-4%,4%,1
COc1ccc(C(=O)Cn2nnc(-c3ccccc3NC(=O)C3CCCCC3)n2)cc1,-1%,2%,-22%,-3%,2%,7
CCn1c(SCC(=O)Nc2ccc(OCc3ccccc3)cc2)nnc1-c1ccco1,12%,-6%,-13%,-7%,-9%,-15
CC(=O)c1c(-c2ccccc2)c2cc([N+](=O)[O-])ccc2[nH]c1=O,-14%,-6%,-6%,-5%,u,-15
O=C(NCCc1cccs1)c1ccc(Cn2c(SCc3ccccc3)nc3cccnc32)cc1,x,2%,13%,x,x,16
COC(=O)c1cc(NS(=O)(=O)c2ccc(NCc3cccnc3)c(N)c2)cc(C(=O)OC)c1,4%,-20%,u,-3%,-27%,14
CCCOc1ccc(N2C(=O)CC(N3CCC(c4nc5ccccc5o4)CC3)C2=O)cc1 (stereo not given),3%,-5%,-12%,x,x,x
Cc1ccc(OCC(=O)O/N=C(\N)c2ccccn2)cc1,-22%,10%,-8%,58%[activator],-12%,60
O=C(COc1ccc2c(c1)oc(=O)c1ccccc12)N[C@@H](Cc1c[nH]c2ccccc12)C(=O)O,11%,-22%,u,-14%,10%,0
CCOc1cc(C2NC(=O)c3c(sc4c3CCN(C)C4)N2)ccc1OC(=O)c1ccc(F)cc1 (stereo not given),x,-10%,-2%,x,x,7
COc1ccc(CN(Cc2ccco2)C(=O)COc2ccc(Cl)cc2C)cc1,x,7%,21%,x,x,42
COc1ccc(COc2ccc3c(C)cc(=O)oc3c2)cc1,3%,0%,7%,-3%,-12%,23
C#CCNc1ccc([N+](=O)[O-])cc1,-9%,u,-6%,4%,-5%,-2
O=C(NCc1ccc2c(c1)OCO2)c1cc(F)c(F)cc1Cl,-2%,-24%,-9%,0%,2%,22
O=C(CCCOc1ccc(Br)cc1)NNC(=O)c1ccncc1,x,4%,-19%,121%[activator],6%,-2
COCCNC(=O)Cc1c(C)c2c(cc(C)c3c(C(C)(C)C)coc32)oc1=O,8%,-27%,1%,0%,u,-61*
Cc1n[nH]c(=O)c2c(NC(=O)CSc3nnc(-c4ccco4)n3C)oc(C)c12,x,-7%,u,18%,10%,-8

# Overlap with the part before: 5 compounds, then new ones.
SMILES,FBPA Giardia inh,Sm TGR inh,AmpC inh detg,AMA1-RON2 inh,HCV inhibitor,HCMV inh
C#CCNc1ccc([N+](=O)[O-])cc1,-9%,u,-6%,4%,-5%,-2
O=C(NCc1ccc2c(c1)OCO2)c1cc(F)c(F)cc1Cl,-2%,-24%,-9%,0%,2%,22
O=C(CCCOc1ccc(Br)cc1)NNC(=O)c1ccncc1,x,4%,-19%,121%[activator],6%,-2
COCCNC(=O)Cc1c(C)c2c(cc(C)c3c(C(C)(C)C)coc32)oc1=O,8%,-27%,1%,0%,u,-61*
Cc1n[nH]c(=O)c2c(NC(=O)CSc3nnc(-c4ccco4)n3C)oc(C)c12,x,-7%,u,18%,10%,-8
CC(C)OC(=O)c1c2nc3ccccc3nc2n2c1[nH]c(=O)c1ccccc12,0%,2%,-11%,x,6%,x
COc1ccc(Br)c(OC)c1C(=O)NC(=O)Nc1nc(C)cc(C)n1,20µM*,0%,1%,3%,-3%,118
COc1ccc(CCNc2ccc(C(=O)O)cc2[N+](=O)[O-])cc1OC,9%,2%,0%,2%,-8%,8
CCN(C(=O)c1cc2c(s1)-c1c(C)cccc1OC2)c1cc(C)ccc1C,x,0%,2%,x,x,-15
CC(=O)N1c2ccc(S(=O)(=O)NCCC(=O)Nc3ccc(OC(F)(F)F)cc3)cc2CC1C (stereo not given),-10%,7%,-6%,-6%,u,-24
Cc1nc2ccccc2n1CC(=O)OCC(=O)NCCc1ccccc1,0%,7%,u,5%,10%,51
CCCOc1ccc(-c2csc(N)n2)cc1[N+](=O)[O-],4%,1%,-9%,-4%,-22%,-32
O=C(NCc1nnc(SCC(=O)N2CCCc3ccccc32)o1)c1c(F)cccc1Cl,2%,-3%,3%,-11%,-6%,-32
CC1(C)Cc2c(c(=S)nc(-c3ccccc3)n2CCO)CO1,16%,-12%,-9%,2%,11%,17
CCOC(=O)C(CCc1nnc(N)s1)C(=O)OCC,3%,73%[activator][11.4 µM],-9%,36%[activator],25%,21
CCN(CC(=O)Nc1ccccc1C(F)(F)F)C(=O)Cc1ccc2c(c1)CCC2,x,3%,-3%,-9%,-8%,0
Cc1cc(Br)c(OCC(=O)NN)c2c1CCC2,4%,-4%,-1%,71%[activator],-5%,-27
CC(C)(Oc1cccc2ccccc12)C(=O)O,2%,-11%,-5%,-3%,13%,-22
COc1ccc(CCNC(=O)c2ccc(N(C)S(=O)(=O)c3ccc(C)cc3)cc2)cc1,-7%,15%,u,9%,10µM*,-11
Cc1[nH]c2ccccc2c1C(=O)CNc1nccs1,u,-5%,11%,12%,22µM*,26
O=C(C[n+]1ccc(/C=N/O)cc1)NC(=O)Nc1ccccc1,x,-2%,3%,-9%,7%,38
C/C(=N\OC(=O)NC(C)C)c1sc(-c2ccccc2)nc1C,7%,0%,-6%,6%,u,89
Cc1cc(C)c(NS(=O)(=O)c2ccc(Cl)c(C(=O)O)c2)c(C)c1,13%,0%,-6%,21%,12%,11
CCc1ccc(Cn2c(CNS(=O)(=O)c3ccc(Cl)s3)nc3cccnc32)cc1,x,12%,1%,x,x,-30
CN(C)C(=O)Oc1cccc(OCc2n(C)c3ccccc3[n+]2C)c1,0%,-2%,-5%,7%,16%,-19
CCN(CC)CCN(C(=O)c1ccc(C(C)=O)cc1)c1nc2ccc(Cl)cc2s1,2%,-4%,-1%,-1%,u,-27
C=CCOC(=O)COc1ccc2c(C)c(C)c(=O)oc2c1,5%,0%,-9%,1%,6%,-4
COc1ccc2nc(N/C(=N/S(=O)(=O)c3cccs3)c3ccccc3Cl)sc2c1,20%,8%,1%,18%,-6%,12
O=C(c1ccccc1NS(=O)(=O)c1ccc2c(c1)OCCO2)N1CCOCC1,1%,-26%,-4%,-6%,11%,-9

# Full records, looked up by structure. Order of values: FBPA Giardia inh	Sm TGR inh	AmpC inh detg	AMA1-RON2 inh	HCV inhibitor	HCMV inh
# Cc1cc(Br)c(OCC(=O)NN)c2c1CCC2 is listed as 4%	-4%	-1%	71%[activator]	-5%	-27
# COc1cc(F)ccc1S(=O)(=O)N1CCN(c2ccccc2)CC1 is listed as 3%	-1%	-12%	3%	-9%	-26
# O=C(NCc1nnc(SCC(=O)N2CCCc3ccccc32)o1)c1c(F)cccc1Cl is listed as 2%	-3%	3%	-11%	-6%	-32

# Remaining list, next part:
SMILES,FBPA Giardia inh,Sm TGR inh,AmpC inh detg,AMA1-RON2 inh,HCV inhibitor,HCMV inh
Cc1ccc2nc(SCC(=O)Nc3cccc(Cl)c3)nc(=O)n2c1,x,-4%,-15%,24%,10%,u
CC(NC(=O)c1cn(C(C)c2ccccc2F)nn1)c1ccncc1 (stereo not given),0%,x,u,0%,18%,u
COc1cccc(-c2ccc(NC(=O)C3CCCN(Cc4cnc(C)s4)C3)cc2)c1 (stereo not given),-2%,-19%,-11%,-1%,x,u
Nc1ccccc1OCCOc1ccccc1N,-1%,-17%,-21%,-4%,2%,44

# Screens deposited in PubChem BioAssay by National Center for Advancing Translational Sciences (NCATS).
